Screening results from PubChem BioAssay.
MEKK3 PB1 HTS: modulators of MEKK3-MEK5 PB1 binding, primary screen, biochemical, wildtype MEKK3, multiplex bead flow cytometry, Alexa488-MEK5; bead-based flow cytometry, Alexa488-MEK5 binding to MEKK3; actives lie on both sides; 0 = blocked by unlabeled MEK5, 100 = vehicle; binding response (% of control), % at 10 µM; AID 1529, 2009; Mitogen-activated protein kinase kinase kinase 3 (Homo sapiens), Q99759; actives 1.4% (n = 290,000);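 active = binding response more than 3 SD above or below the average of its plate-row segment, actives on both sides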;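 note: Alexa488 bead fluorescence after subtracting the streptavidin-only scavenger bead signal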
GPR7 antagonist: GPR7 receptor antagonists, primary screen, cell-based, fluorescence, single concentration. Neuropeptides B/W receptor type 1 (Homo sapiens), P48145. GPR7-expressing cells, fluorescence antagonist assay. inhibition, % at 4.4 µM. actives 1.1% (n = 290,000); in the data active = inhibition above about 16%, passing the limit was not always enough;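 note: cells stimulated with the agonist NPW; 0% = agonist with vehicle and 100% = vehicle without agonist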
MEKK2 WT-MEK5: modulators of MEK5 binding to wildtype MEKK2, primary screen, biochemical, multiplex bead flow cytometry, Alexa488-MEK5; binding response (% of control), % at 10 µM; Mitogen-activated protein kinase kinase kinase 2 (Homo sapiens), Q9Y2U5; actives 1.1% (n = 290,000); Alexa488-MEK5 binding to MEKK2 WT; actives lie on both sides; in the data active = binding response below about 67% or above about 130%
PHOSPHO1 inh: PubChem AID 1565. inhibition, % at 13.3 µM. recombinant PHOSPHO1, absorbance phosphatase assay. actives 1.1% (n = 290,000). Phosphoethanolamine/phosphocholine phosphatase (Homo sapiens), Q8TCT1; in the data active = inhibition above about 60%
V1R ag counter: agonists of human V1a receptor, primary screen, counter-screen for OXTR agonist project, fluorescence, CHO-V1R cells; Vasopressin V1a receptor (Homo sapiens), P37288; Fluo-8 calcium fluorescence, agonist mode; 0% DMSO, 100% 3 nM vasopressin; activation, % at 3 µM; actives 0.25% (n = 320,000);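 active = activation above the mean activation of all tested compounds plus 3 SD, per screening run, cut at about 20% in these data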;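 note: signal is peak over basal fluorescence ratio across a 100 second FLIPR read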
Target sequence (P37288 whole entry, looked up): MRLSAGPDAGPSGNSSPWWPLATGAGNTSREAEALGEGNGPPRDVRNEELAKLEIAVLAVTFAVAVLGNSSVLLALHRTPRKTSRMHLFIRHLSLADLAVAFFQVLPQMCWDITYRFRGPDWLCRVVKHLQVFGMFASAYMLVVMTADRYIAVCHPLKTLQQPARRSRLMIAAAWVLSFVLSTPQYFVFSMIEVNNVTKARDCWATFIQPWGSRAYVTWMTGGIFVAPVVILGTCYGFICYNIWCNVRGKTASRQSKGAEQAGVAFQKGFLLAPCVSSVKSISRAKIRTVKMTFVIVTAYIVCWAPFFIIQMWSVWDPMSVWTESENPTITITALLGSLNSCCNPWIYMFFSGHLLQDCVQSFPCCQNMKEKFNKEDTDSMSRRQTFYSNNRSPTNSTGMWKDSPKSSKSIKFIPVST
GalR3 antagonist: GalR3 antagonists in HEK293 cells, primary screen, cell-based, fluorescence readout | Galanin receptor type 3 (Homo sapiens), O60755 | HEK293 GalR3-CNG cAMP membrane potential fluorescence; galR3 body fused to GalR1 C-terminus | inhibition, % at 3 µM | actives 0.44% (n = 360,000) | AID 651719, 2012;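 active = inhibition above the screen-wide average plus 3 SD, cut at about 13% in these data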;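 note: forskolin and galanin both at EC90 stimulate the cells; cAMP rise reported by CNG channel membrane potential dye signal; 0% = forskolin plus galanin with DMSO and 100% = forskolin alone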
Target sequence (O60755 1-299 limits assumed): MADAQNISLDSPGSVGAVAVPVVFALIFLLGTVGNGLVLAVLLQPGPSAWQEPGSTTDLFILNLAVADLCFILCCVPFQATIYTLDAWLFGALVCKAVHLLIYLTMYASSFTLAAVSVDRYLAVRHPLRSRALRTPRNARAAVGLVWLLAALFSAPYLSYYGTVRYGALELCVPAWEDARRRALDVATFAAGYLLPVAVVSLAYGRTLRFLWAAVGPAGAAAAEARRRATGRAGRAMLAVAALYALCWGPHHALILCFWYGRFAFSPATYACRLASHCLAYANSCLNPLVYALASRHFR
OXTR agonist: human OXTR agonists, primary screen, fluorescence, CHO-OTR cells, Fluo-8 calcium. Fluo-8 calcium fluorescence; normalized: DMSO 0%, oxytocin 100%. activation, % at 3 µM. Oxytocin receptor (Homo sapiens), P30559. AID 2435, 2010. actives 0.32% (n = 320,000);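 active = activation above the mean of all tested compounds plus 3 SD, cutoff set per screening run, cut at about 20% in these data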;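 note: peak over basal fluorescence ratio from a 100 s FLIPR kinetic read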
Target sequence (P30559 whole entry, looked up): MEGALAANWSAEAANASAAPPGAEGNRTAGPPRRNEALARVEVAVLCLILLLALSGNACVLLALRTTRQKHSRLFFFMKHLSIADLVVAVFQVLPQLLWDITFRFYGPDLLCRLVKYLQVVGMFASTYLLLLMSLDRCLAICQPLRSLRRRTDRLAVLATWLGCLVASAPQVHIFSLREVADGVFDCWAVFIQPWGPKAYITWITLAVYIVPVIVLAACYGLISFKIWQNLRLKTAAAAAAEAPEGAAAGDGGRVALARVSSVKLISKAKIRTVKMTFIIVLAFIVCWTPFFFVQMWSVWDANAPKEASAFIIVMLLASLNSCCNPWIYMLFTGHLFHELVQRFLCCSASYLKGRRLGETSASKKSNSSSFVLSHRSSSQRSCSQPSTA
MEKK2 mut-MEK5: MEK5 binding signal on mutant MEKK2 PB1, primary screen, biochemical, multiplex bead flow cytometry, Alexa488-MEK5; Alexa488-MEK5 binding to MEKK2 mutant; percent response, % at 10 µM; actives 0.35% (n = 290,000); AID 1530, 2009; in the data active = percent response above about 24%, passing the limit was not always enough; note: inactives centre near 1; some results filed as inactive read as strong as hits; reference of the scale not given here
NALP1 inh: NALP1 inflammasome inhibitors in reconstituted yeast, colorimetric, S. cerevisiae, triplicate retest; S. cerevisiae NALP1/ASC/caspase-1 growth, X-gal OD620, 72 h; inhibition, % at 10 µM; actives 0.61% (n = 280,000); AID 2071, 2009; in the data active = inhibition mostly above about 24%, no sharp cut-off; inactive = mostly below about 32%; note: some compounds called inactive have numbers as strong as hits
The depositor's hits bear a star; nt = no result given; [ ] = dose if it differs, or a comment.

SMILES | MEKK3 PB1 HTS | GPR7 antagonist | MEKK2 WT-MEK5 | PHOSPHO1 inh | V1R ag counter | GalR3 antagonist | OXTR agonist | MEKK2 mut-MEK5 | NALP1 inh
O=C1NC(c2ccc(F)cc2)Oc2ccccc21 (configuration not stated) | 103 | -3 | 108 | 9 | 0.5 | -1 | 0.7 | 15 | 4
O=C(Cn1cnc2ccccc2c1=O)Nc1nnc(SCc2ccc(Cl)cc2)s1 | 35*[inhibitor] | 2 | 32*[inhibitor] | 35 | -0.5 | -5 | 1.4 | -12 | nt
Cc1ccc(-n2c(C)cc(C(=O)OCC(=O)N(CC(C)C)C3CCS(=O)(=O)C3)c2C)cc1 (configuration not stated) | 97 | -1 | 97 | 16 | 1.7 | -6 | -0.7 | -5 | 3
CC1CCc2nn(CC(=O)NCCN3CCOCC3)cc2C1 (configuration not stated) | 88 | -10 | 92 | 30 | -0.6 | 2 | -1.6 | -3 | 23
O=C(NC(O)C(=O)c1ccc(F)cc1)c1ccc(F)cc1 (configuration not stated) | 101 | 0 | 98 | nt | 2.5 | -4 | 0.8 | 0 | -5
COc1cc(/C=N/O)ccc1OCc1ccc(Cl)cc1 | 96 | -8 | 92 | 6 | 0.1 | -7 | -1.5 | -4 | 13
C=CCc1c(C)nc(SCC(=C)C)[nH]c1=O | 102 | -16 | 99 | -16 | 0.6 | -4 | -0.6 | -2 | -11
O=C(NCC1CCCCC1)c1ccc(Cl)nc1 | 100 | -1 | 101 | 18 | -0.8 | -7 | 0.0 | 0 | 12
O=C(CN1C(=O)c2ccccc2S1(=O)=O)c1ccc(O)c(O)c1 | 95 | -14 | 97 | 27 | -2.0 | -4 | -0.1 | -3 | nt
CC(NC(=O)Cc1ccccc1)C(c1ccccc1)N1CCOCC1 (configuration not stated) | 89 | -6 | 90 | 53 | -1.1 | 1 | -0.7 | -2 | -4
N#C/C(=C\c1cn(CCOc2ccccc2F)c2ccccc12)C(=O)NCc1cccs1 | 91 | -2 | 93 | -15 | 0.5 | -2 | -0.6 | -2 | 15
COc1ccccc1CC(=O)Nc1ccc2[nH]ncc2c1 | 97 | 9 | 106 | 25 | 0.8 | 2 | 0.0 | 2 | 12
Cc1ccccc1-c1noc(CCC(=O)NCCc2ccccc2)n1 | 108 | -4 | 103 | 48 | 0.5 | 6 | 2.4 | 5 | 1
CC(C)(C)NC(=O)C(c1ccccn1)N(C(=O)C1CSC(=O)C1)c1cccc(F)c1 (configuration not stated) | 101 | -16 | 103 | -12 | 4.2 | 0 | 0.4 | 2 | 9
COc1ccccc1CNC(=O)CN1C(=O)NC(C)(c2ccc(C(C)(C)C)cc2)C1=O (configuration not stated) | 100 | 4 | 99 | 19 | 5.8 | -9 | 2.1 | 4 | 2
S=C(NCc1ccco1)Nc1cccc(Cl)c1 | 104 | -2 | 100 | 3 | 7.9 | -6 | 10 | -1 | 14
Cc1cc(NC(=O)CSc2nc3c(c(=O)n2Cc2ccccc2)SC(C)C3)no1 (configuration not stated) | 109 | nt | 95 | 31 | -0.5 | 0 | -1.5 | 4 | -4
CCc1ccc(NC(=O)N2CCN(c3ccccc3)CC2)cc1 | 96 | -12 | 96 | 25 | 3.7 | -1 | 0.7 | -4 | 2
COc1ccccc1-c1noc(-c2cccnc2)n1 | 98 | 9 | 104 | -8 | 0.4 | -6 | -1.0 | 0 | -8
CS(=O)(=O)N1CCN(C(=O)Cc2ccc([N+](=O)[O-])cc2)CC1 | 100 | 4 | 100 | 38 | 0.5 | -6 | 1.0 | 3 | 25
CCc1ccc(C2CC(c3ccc(C)cc3)Nc3nc(N)nn32)cc1 (configuration not stated) | 93 | 7 | 88 | -6 | -0.1 | -1 | 2.2 | -1 | 19
CCCC(=O)N(c1ccc2oc(C)c(C(C)=O)c2c1)S(=O)(=O)c1ccc(C(=O)O)cc1 | 95 | -7 | 93 | 19 | -0.2 | -6 | -0.4 | -2 | 2
Cc1ccccc1NC(=O)N1CCCC(c2nc(-c3ccc(C(C)C)cc3)no2)C1 (configuration not stated) | 103 | -9 | 101 | 8 | 1.1 | -7 | 0.8 | 1 | 11
CCOC(=O)CC1C(C(=O)OCC)ON2OC(C(=O)OC)C(C(=O)OCC)C12 (configuration not stated) | 103 | -6 | 109 | 17 | 1.5 | 1 | 0.7 | 11 | 5
Cc1ccc(NC(=O)NNC(=O)C2CC(c3cccs3)=NO2)cc1 (configuration not stated) | 106 | -8 | 113 | 48 | -1.2 | -3 | -0.1 | 8 | 7
CC(=O)c1cccc(NC(=O)c2ccc(C)o2)c1 | 108 | -4 | 101 | 32 | 0.1 | -2 | 0.0 | 0 | 13
CCOC(=O)C(=O)N/N=C/c1ccco1 | 78 | 18 | 80 | 24 | -0.9 | 4 | -0.1 | -18 | 13
C[C@@H]1NC(=O)[C@H](CCC(=O)O)NC(=O)c2cc([N+](=O)[O-])cc(F)c2NCCC[C@@H](C(N)=O)NC1=O | 98 | -5 | 102 | 4 | 1.0 | -5 | -0.1 | 4 | 26
CCCC(=O)Nn1cnc2c(c1=O)C1(CCCCC1)Cc1ccccc1-2 | 96 | 2 | 101 | -18 | -1.2 | -1 | -2.1 | 1 | 13
CCOC(=O)c1c(C)oc2ccc(OC(=O)N3CCOCC3)cc12 | 98 | -11 | 96 | -15 | 0.1 | -2 | -1.9 | -1 | 4
CCN(CCCNC(=O)CCn1c(=O)[nH]c2ccccc2c1=O)c1cccc(C)c1 | 104 | 10 | 105 | 26 | -2.0 | -4 | -2.5 | 5 | -44
O=C(NCCO)C(=O)NCC1OCCCN1S(=O)(=O)c1cccs1 (configuration not stated) | 104 | -4 | 104 | -20 | -0.4 | -3 | 1.4 | -1 | 2
CN(CC(=O)O)S(=O)(=O)c1cc(Cl)ccc1Cl | 94 | -6 | 92 | 10 | 0.8 | -2 | -0.2 | -5 | -17
CCOc1c([N+](=O)[O-])cc2c(C)c(C(=O)N3CCN(C)CC3)oc2c1OCC | 105 | -12 | 108 | 29 | 1.1 | -10 | -1.1 | 6 | 14
COc1ccc(/C=C/C(=O)Nc2ccc(-n3nncc3-c3ccc(OC)c(OC)c3)cc2)cc1OC | 107 | -16 | 113 | 8 | 2.2 | -2 | 0.6 | 3 | 18
COc1ccc(N(C(=O)c2ccco2)C(C(=O)NC2CCCC2)c2ccccc2)cc1 (configuration not stated) | 101 | -4 | 103 | 36 | -1.3 | -8 | -1.4 | 5 | -5
Clc1cccc(NCc2nnc(SCc3ccc(Cl)cc3Cl)o2)c1 | 86 | -6 | 101 | -9 | 1.5 | 1 | -0.7 | 5 | 22
O=C(NCc1ccccc1)c1cc(-c2cccc(O)c2)on1 | 102 | -6 | 104 | 32 | 3.2 | nt | 2.5 | -1 | -6
COc1ccccc1NC(=O)CSc1ccc2nnc(-c3ccc(C)cc3)n2n1 | 101 | -15 | 99 | 40 | 1.0 | -2 | 0.5 | 0 | 6
O=C(CCc1nnc2ccc(NCc3ccccc3)nn12)NC1CCCC1 | 102 | -5 | 102 | 22 | -0.5 | -10 | -0.8 | 9 | -2
COc1ccc(Br)cc1CNc1ccc(N2CCOCC2)cc1 | 105 | 5 | 107 | 3 | -0.8 | -6 | -0.4 | 6 | 23
Cc1nc2ccc(NC(=O)N3CCSCC3)cc2nc1C | 104 | -10 | 101 | -23 | 1.0 | -2 | -0.1 | 4 | 8
Cc1ccc(-c2cc(NC(=O)CCl)n(-c3ccccc3)n2)cc1 | nt | 7 | nt | 8 | 1.4 | -5 | -0.4 | nt | nt
Cc1cc(C)c2c(n1)nn1c(NCCCN(C)C)cc(C)nc21 | 95 | -4 | 97 | -19 | -0.2 | -4 | -0.2 | -6 | 18
COc1ccc2c(C)c(CC(=O)N3CCN(C(=O)C4COc5ccccc5O4)CC3)c(=O)oc2c1C (configuration not stated) | 98 | -2 | 100 | 18 | 3.1 | 3 | -0.8 | 1 | 15
COc1ccc(N(CC(=O)N2CCCCC2)S(=O)(=O)c2c(C)nn(C)c2C)cc1 | 108 | -5 | 108 | 0 | 0.3 | nt | 1.3 | 6 | 7
CCOC(=O)c1sc(N(Cc2ccccc2)C(=O)COC(=O)c2ccccc2O)nc1C | 103 | 2 | 100 | 10 | -0.6 | -6 | -2.1 | 0 | 36
O=C(Nc1ccc2c(c1)OCO2)C1CC(=O)N(c2ccccc2)C1 (configuration not stated) | 99 | -1 | 100 | 31 | -0.2 | -8 | 1.2 | 2 | 17
CN(C)S(=O)(=O)c1ccc(C(=O)Nc2cc(=O)n(C)c(=O)n2C)cc1 | 100 | 1 | 100 | 21 | 0.5 | -5 | 1.5 | 1 | 22
CCN1C(=O)[C@@H]2C(C(=O)c3cnccn3)=NN[C@@H]2C1=O | 86 | -4 | 82 | 33 | 1.1 | -4 | -0.5 | -4 | 21

Retrieved one by one from the list above, 3 records:
SMILES | MEKK3 PB1 HTS | GPR7 antagonist | MEKK2 WT-MEK5 | PHOSPHO1 inh | V1R ag counter | GalR3 antagonist | OXTR agonist | MEKK2 mut-MEK5 | NALP1 inh
Cc1nc2ccc(NC(=O)N3CCSCC3)cc2nc1C | 104 | -10 | 101 | -23 | 1.0 | -2 | -0.1 | 4 | 8
Cc1cc(C)c2c(n1)nn1c(NCCCN(C)C)cc(C)nc21 | 95 | -4 | 97 | -19 | -0.2 | -4 | -0.2 | -6 | 18
COc1ccc(N(CC(=O)N2CCCCC2)S(=O)(=O)c2c(C)nn(C)c2C)cc1 | 108 | -5 | 108 | 0 | 0.3 | nt | 1.3 | 6 | 7

Further entries:
SMILES | MEKK3 PB1 HTS | GPR7 antagonist | MEKK2 WT-MEK5 | PHOSPHO1 inh | V1R ag counter | GalR3 antagonist | OXTR agonist | MEKK2 mut-MEK5 | NALP1 inh
CCOC(=O)c1c(C)n(OCc2ccccc2)c2ccc3c(no[n+]3[O-])c12 | 96 | -9 | 97 | -4 | -0.2 | -3 | -0.9 | -7 | 22
C=CCNC(=O)/C(C#N)=C/c1cc(Br)ccc1OC | 101 | -9 | 99 | 38 | -1.0 | 2 | 0.0 | -1 | -24
O=C(NNc1ccc([N+](=O)[O-])cc1)c1ccccc1Cl | 108 | 8 | 104 | 37 | 1.1 | 9 | 0.5 | -3 | 6
Cc1ccc(S(=O)(=O)NN2C(=O)c3ccccc3NC2c2ccco2)cc1 (configuration not stated) | 121 | -11 | 108 | -10 | 5.6 | -6 | -0.7 | -1 | -6
COc1ccc(CCNC(=O)CC2Nc3ccccc3NC2=O)cc1 (configuration not stated) | 92 | -3 | 91 | -7 | -0.2 | -3 | -1.8 | -2 | -20
O=c1c2ccccc2nnn1CSc1nc2cc(Cl)ccc2c(=O)n1Cc1ccco1 | 95 | -13 | 87 | nt | -0.1 | -6 | 1.3 | -4 | nt
CCCN(CCC)CCCNC(=O)Cn1cnc2sc(C)c(S(=O)(=O)N3CCCCC3)c2c1=O | 104 | -12 | 100 | 39 | 0.5 | 2 | 1.1 | 0 | 14
CSc1nc2sccc2c(=O)[nH]1 | 107 | -7 | 101 | -1 | 0.5 | -5 | -0.8 | -2 | 1
CCSc1nnnn1-c1ccccc1 | 95 | -3 | 97 | 3 | -0.3 | -4 | -0.8 | -4 | 2
